RmlCD inh 1536: inhibitors of Mycobacterium tuberculosis RmlC and RmlD coupled enzymes | P9WH09+P9WH11 | RmlC+RmlD coupled enzyme assay, percent inhibition; primary screen in compound mixtures | inhibition, % at 3.6 µM | hit rate 0.03% among 160,000 | AID 1533; in the data active means inhibition mostly above about 34%, no sharp cut-off; further: some results filed as inactive read as strong as hits
Target sequence (P9WH09 whole entry, looked up): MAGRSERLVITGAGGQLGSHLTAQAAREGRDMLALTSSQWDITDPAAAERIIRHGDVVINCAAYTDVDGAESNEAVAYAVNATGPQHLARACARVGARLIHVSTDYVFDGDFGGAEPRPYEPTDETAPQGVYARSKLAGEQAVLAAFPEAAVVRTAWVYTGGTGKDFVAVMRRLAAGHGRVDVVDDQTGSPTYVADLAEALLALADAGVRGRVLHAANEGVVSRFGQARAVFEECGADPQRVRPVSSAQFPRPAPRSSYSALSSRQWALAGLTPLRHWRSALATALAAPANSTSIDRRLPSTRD
Target sequence (P9WH11 whole entry, looked up): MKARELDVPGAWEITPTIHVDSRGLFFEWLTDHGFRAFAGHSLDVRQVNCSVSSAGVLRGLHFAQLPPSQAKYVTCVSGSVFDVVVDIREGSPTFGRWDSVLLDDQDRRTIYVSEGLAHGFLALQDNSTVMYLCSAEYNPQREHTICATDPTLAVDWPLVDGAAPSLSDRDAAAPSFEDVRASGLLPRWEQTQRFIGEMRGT
M. tuberculosis GlmU: inhibition of mycobacterial GlmU enzyme – biochemical, glucosamine-1-phosphate acetyltransferase (AID 1376); M. tuberculosis GlmU acetyltransferase enzyme assay; higher % means a stronger effect; inhibition, %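 (tested at 30 µM in the primary screen)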; hits with a dose series show IC50 in µM; hit rate 0.25% among 220,000; in the data active means inhibition above about 13%;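 further: 0% = complete reaction with vehicle and 100% = reaction without substrate; strong numbers were not always called active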
The depositor's hits bear a star; . = no result given. A portion of the library; the hit share may differ from the screen's.

SMILES | RmlCD inh 1536 | M. tuberculosis GlmU
Cc1cc(S(=O)(=O)NCC(=O)O)ccc1F | -5 | 0.4%
O=C1/C(=C\c2ccc(Br)o2)SC(=Nc2ccccc2)N1c1ccccc1 | . | -4.8%
COc1ccc(S(=O)(=O)N2CCC(C(=O)N3CCc4ccccc4C3)CC2)cc1 | 14 | -4.0%
O=C(O)C1C2CCCCC2=C2CCCCC2C1C(=O)c1ccccc1 (stereo not given) | 11 | 1.4%
Cc1ccc(N2CCN(C(=O)N3CCOCC3)CC2)c(C)c1 | 6 | 2.1%
Cc1ccc2c(c1)C1(OCCO1)C(=O)N2 | 3 | 1.5%
CCCn1c(=N)c(C#N)cc2c(=O)n3cccc(C)c3nc21 | -10 | 0.9%
COC(=O)c1ccc(N=NNc2ccccc2)cc1 | -1 | 4.9%
COc1ccccc1Nc1ccc([N+](=O)[O-])cn1 | 10 | -2.7%
Cn1c(CCc2ccc(N)cc2)nc2ccccc21 | 6 | -3.7%
c1ccc(-c2nnc3sc(-c4ccncc4)nn23)cc1 | 1 | 2.4%
CCCCNC(=S)NNC(=O)c1nn(C)cc1Cl | . | 2.3%
COc1ccc(Oc2cc(C(F)(F)F)cnc2C(N)=O)cc1 | . | 0.7%
COC(=O)C1=C(O)CSC1=Nc1cccc(C(F)(F)F)c1 | 24 | 0.5%
CCOc1ccc(OCCSc2nc3ccccc3o2)cc1 | -16 | 3.2%
O=C(Nc1ccccc1C(=O)O)c1ncn[nH]1 | . | -1.1%
Cc1ccc(C2CC(=O)C=C(O)C2)cc1 (stereo not given) | . | 3.2%
O=Cc1c(Cl)[nH]c(=O)n1-c1ccccc1 | -7 | -8.0%
O=C(NCCCN1CCOCC1)C(=O)NCc1ccc(Cl)cc1 | 2 | 0.9%
CCOc1ccc(-c2cc(C(=O)NCCCn3ccnc3)c3ccccc3n2)cc1 | -10 | -8.1%
CCOc1ccc(C(=O)NC(=S)Nc2cccnc2)cc1 | . | 2.0%
OCCNC(=S)Nc1ccc2nsnc2c1 | 5 | 2.0%
CCOc1c(Br)cc(C(N)=O)cc1OC | . | -0.9%
Cc1[nH]c2ccc3c(ncn3CCC#N)c2c1C | . | 0.6%
CCc1ccc(C2=NNC(=Nc3cccc(S(=O)(=O)N(C)C)c3)SC2)cc1 | . | 1.0%
Cc1ccc(C)c2[nH]c(=O)c(CN(CCCN(C)C)C(=O)NCc3ccccc3)cc12 | . | 0.5%
CCc1ccc(OCC(=O)N/N=C(\C)c2ccc3c(c2)OCCO3)cc1 | 3 | -3.0%
COc1ccc(CNC(=O)CN2CCC(n3nnc4cc(F)ccc43)CC2)cc1 | -7 | 0.5%
Cc1cccc(-c2n[nH]c([N+](=O)[O-])n2)c1 | -46 | -5.0%
CC(C)C[C@H](CO)Nc1nc(N(C)c2cccc(Cl)c2)c2ncn(C(C)C)c2n1 | . | 0.8%
CC(=O)N(C(C)=O)N1C(=O)/C(=C/c2ccc(Cl)cc2)SC1=S | 7 | 1.5%
Cc1ccc(N2CC(C(=O)Oc3cccc(N4C(=O)CCC4=O)c3)CC2=O)cc1 (stereo not given) | . | 2.9%
O=C(Nc1ccc(S(=O)(=O)Nc2ccc(Cl)cc2)cc1)C1CCCO1 (stereo not given) | -4 | 1.7%
CCOc1ccccc1NC(=O)Cc1coc2cc(C)ccc12 | 3 | -3.2%
Cn1c(SCc2ccccc2)nnc1-c1ccncc1 | 7 | 0.7%
COc1cc(C2NC(=S)NC(C)=C2C(=O)Nc2cc(C)cc(C)c2)ccc1O (stereo not given) | -7 | 5.2%
CCc1ccccc1NC(=O)N1CCC(NC(=O)C(Cc2ccccc2)NC(C)=O)CC1 (stereo not given) | 6 | -4.9%
C=C(C)C(=O)Nc1cccc(C2=NOC3(C2)C[C@H](C(N)=O)N(C(=O)CC)C3)c1 (stereo not given in full) | . | -3.2%
O=C(CCC1CCCN(C(=O)c2ccc3c(c2)OCCO3)C1)NCc1ccccc1F (stereo not given) | . | 1.2%
Cc1c(Cl)c([N+](=O)[O-])nn1Cc1ccc(C(=O)N/N=C\c2cccc(Br)c2)o1 | 40 | 0.7%
Cn1c(=O)[nH]c(=O)c2c1nc(NCc1ccccc1)n2CC(O)c1ccccc1 (stereo not given) | 11 | 2.2%
CCc1ccc(OCC(=O)OCC(=O)c2ccc3c(c2)NC(=O)CO3)cc1 | 102 | 2.5%
Cc1cc(/C=C(/C#N)c2cccc(Cl)c2)c(C)n1C | -4 | .
Cc1ccc(CN(C(=O)Cc2cccs2)C(C(=O)NC2CCCC2)c2ccncc2)cc1 (stereo not given) | 6 | 4.9%
O=C(c1ccccc1NS(=O)(=O)c1ccc(F)cc1)N1CCc2ccccc21 | . | -3.0%
O=C(Nc1ccc(OC(F)F)cc1)c1ccccn1 | -6 | 0.7%
Cc1cccc(NC(=O)c2sc(Cl)nc2-c2ccccc2)c1 | 10 | -3.5%
CCOc1ccc(OCC)c(NC(=O)CSc2nnc(-c3cccnc3)o2)c1 | . | 0.7%
Cc1ccc(-c2nnn(CC(=O)N(Cc3cccs3)C(C(=O)NC3CCCC3)c3ccncc3)n2)cc1 (stereo not given) | . | -8.2%
Fc1ccc(NC(=S)N/N=C/c2ccc(F)c(F)c2)cc1 | 7 | 3.0%
C=CCNC(=S)NCC | . | 2.9%
Cc1ccc(OCCC(=O)N2CCN(c3ccc(O)cc3)CC2)cc1 | 0 | 1.3%
CCNC(=O)NC(=O)CSc1ccc(NC(C)=O)cc1 | . | -7.6%
O=[N+]([O-])c1ccccc1OCCCNCc1ccccc1 | -2 | 1.7%
CC(=O)N1CCC2(CC1)C(C#N)=C(N)Oc1n[nH]c(CSc3ccc(C)cc3)c12 | -5 | 1.6%
CS(=O)(=O)c1sc2nc(-c3ccccc3)cc(-c3ccccc3)c2c1N | 11 | -0.9%
CCC(=O)N1CCc2cc(S(=O)(=O)CCC(=O)Nc3ccc(C)c(F)c3)ccc21 | . | 1.1%
O=C1CC(c2cccs2)Sc2nc3ccccc3n21 (stereo not given) | -3 | 2.5%
COc1ccc(N2CCN(c3nc4ccccc4nc3NS(=O)(=O)c3ccccc3)CC2)cc1 | 5 | 6.9%
OC1(c2cccnc2)CCN(Cc2nnnn2Cc2ccccc2)CC1 | -14 | .
Other records
SMILES | RmlCD inh 1536 | M. tuberculosis GlmU
COc1ccccc1N1CCN(S(=O)(=O)c2ccc(Cl)s2)CC1 | . | 1.2%
CC(C)CC(=O)NC(C)C(c1cccs1)N1CCOCC1 (stereo not given) | 0 | 4.1%
O=[N+]([O-])c1c(C(Cl)Cl)nn(-c2ccccc2)c1N1CCOCC1 | 9 | -7.1%
Cc1ccc(N2C(=O)c3cccc(Oc4ccc(Cl)cc4)c3C2=O)c(C)c1 | . | -1.5%
COc1cccc(CNC(=O)CSc2ccc(-c3ccco3)nn2)c1 | 8 | 1.3%
CCOC(=O)c1cnn(-c2ccccc2)c1NC(=O)CSc1nnc(-c2cccs2)n1CC | 0 | 3.4%
CCOC(=O)CSc1nnc(CNc2ccc(Cl)cc2)n1-c1ccccc1 | . | -3.0%
CC(C)CC(NC(=O)c1ccc(Cl)cc1)C(=O)O (stereo not given) | 11 | -1.5%
CC(C)(C)c1ccc(SCC(N)=O)cc1 | 4 | -4.5%
NC(Cc1ccc(OC(F)F)cc1)C(=O)O (stereo not given) | 5 | 7.2%
CCOC(=O)c1cc2c(ccn2C)n1CC(=O)N1CCC(C)CC1 | -9 | 5.5%
O=C(CN1CCN(S(=O)(=O)c2ccccc2F)CC1)NC1CCCC1 | 9 | 0.4%
CCCCN1C2CCCC1CC(NC(=O)c1ccc(OC)c(OC)c1)C2 (stereo not given) | -15 | 1.7%
CCOC(=O)C1(C)NC(c2ccc(N(C)C)cc2)C2C(=O)N(CC)C(=O)C21 (stereo not given) | 3 | 7.1%
COc1ccc(/C=N/Nc2ncccc2[N+](=O)[O-])c(OC)c1 | 4 | -4.3%
Cc1ccc(NC(=O)C2CCCN2C(=O)NCc2ccccc2)cc1 (stereo not given) | 4 | 1.0%
Cc1cc(C)n2nc(CC(=O)NCc3ccc(F)cc3)nc2n1 | . | 3.4%
Cn1cc(C(=O)C(=O)N2CCN(c3ccccc3)CC2)c2ccccc21 | -11 | -0.5%
COCc1[nH][nH]c(=O)c1/C=N/N1CCOCC1 | 6 | -0.8%
CCc1ccc2nc(N3CCC(C(=O)N4CCC5(CC4)OCCO5)CC3)sc2c1 | -13 | 3.1%
O=S(=O)(Nc1cccc(-c2cn3cccnc3n2)c1)c1ccccc1 | 8 | -1.7%
O=C(Nc1nc2cc3c(cc2s1)OCCO3)c1cccs1 | . | 3.0%
COCCOC(=O)C1=C(C)NC(=S)NC1/C=C/c1ccccc1 (stereo not given) | -1 | -2.3%
CC(=O)NCCc1nc2ccccc2n1CCOc1ccccc1C | -6 | 4.0%
CSc1nc(NC(C)=O)nc(C)c1Br | . | -3.5%
O=c1[nH]c(CSc2ccccc2)nc2c1oc1ccccc12 | 2 | 2.5%
Cn1c(SCc2cccc(Br)c2)nnc1-c1ccccn1 | . | 3.5%
COC(=O)c1sc(=S)n(-c2ccccc2)c1N | . | 1.2%
Cc1ccc(S(=O)(=O)N2CCCCC2C(=O)N2CCN(C)CC2)cc1 (stereo not given) | 10 | -3.1%
CCC(C)(C)n1nnnc1CN1CCN(c2ccc(OC)cc2)CC1 | . | -0.4%
CC(C)c1nc(NCCN2CCOCC2)c(C#N)c2c1COC(C)(C)C2 | -3 | -11%
O=C(NC1CCCC1)C(c1ccsc1)N(C(=O)Cc1cccs1)c1ccccc1 (stereo not given) | . | 4.2%
COc1ccc(-c2cc(-c3ccccc3)c(C#N)c(S(C)(=O)=O)n2)cc1 | . | -1.6%
COc1cc(C)c(CNC2CCCCC2)cc1C | 6 | 3.4%
O=C(O)CSc1nc2ccccc2n1C1CCCCC1 | 96 | 3.4%
CCN(c1cccc(C)c1)S(=O)(=O)c1ccc2c(c1)CCN2C(C)=O | 11 | -1.0%
CCOC(=O)c1ccc(N2CCCCC2)c(NS(=O)(=O)c2cccc(C(F)(F)F)c2)c1 | -6 | 0.7%
O=C(c1cnc2ccccn2c1=O)N1CCc2ccccc21 | 2 | 3.7%
Nc1ccccc1Oc1c(F)c(F)c(Oc2ccccc2N)c(F)c1F | 7 | -2.0%
Cn1c(=O)cc(OCCCC(=O)Nc2ccccn2)c2ccccc21 | 22 | -6.5%
CCc1ccc(OCCNC(=O)OCc2ccccc2)cc1 | 6 | 3.4%
COCCn1c(SCC(=O)Nc2cccc(C)c2)nnc1C(C)C | . | 1.2%
COc1ccc(C(=O)CSc2nnc(CNc3ccc(F)cc3)o2)cc1 | -12 | 1.3%
CCCCNC(=O)CNC(=S)N(Cc1ccccc1)Cc1cccs1 | -6 | 4.1%
O=C(NCC(=O)N(c1cccc(F)c1)C(C(=O)NCC1CCCO1)c1ccccc1)c1ccco1 (stereo not given) | 16 | 3.6%

Taken from the listing (14 entries):
SMILES | RmlCD inh 1536 | M. tuberculosis GlmU
O=C(NC1CCCC1)C(c1ccsc1)N(C(=O)Cc1cccs1)c1ccccc1 (stereo not given) | . | 4.2%
COc1ccc(-c2cc(-c3ccccc3)c(C#N)c(S(C)(=O)=O)n2)cc1 | . | -1.6%
COc1cc(C)c(CNC2CCCCC2)cc1C | 6 | 3.4%
O=C(O)CSc1nc2ccccc2n1C1CCCCC1 | 96 | 3.4%
CCN(c1cccc(C)c1)S(=O)(=O)c1ccc2c(c1)CCN2C(C)=O | 11 | -1.0%
CCOC(=O)c1ccc(N2CCCCC2)c(NS(=O)(=O)c2cccc(C(F)(F)F)c2)c1 | -6 | 0.7%
O=C(c1cnc2ccccn2c1=O)N1CCc2ccccc21 | 2 | 3.7%
Nc1ccccc1Oc1c(F)c(F)c(Oc2ccccc2N)c(F)c1F | 7 | -2.0%
Cn1c(=O)cc(OCCCC(=O)Nc2ccccn2)c2ccccc21 | 22 | -6.5%
CCc1ccc(OCCNC(=O)OCc2ccccc2)cc1 | 6 | 3.4%
COCCn1c(SCC(=O)Nc2cccc(C)c2)nnc1C(C)C | . | 1.2%
COc1ccc(C(=O)CSc2nnc(CNc3ccc(F)cc3)o2)cc1 | -12 | 1.3%
CCCCNC(=O)CNC(=S)N(Cc1ccccc1)Cc1cccs1 | -6 | 4.1%
O=C(NCC(=O)N(c1cccc(F)c1)C(C(=O)NCC1CCCO1)c1ccccc1)c1ccco1 (stereo not given) | 16 | 3.6%

Following part:
SMILES | RmlCD inh 1536 | M. tuberculosis GlmU
O=C(NC(=S)Nc1ccc(Cl)cn1)c1cccs1 | . | -0.8%
O=C1c2ccccc2C(=O)c2c1oc(C(F)(F)F)c2C(=O)c1ccccc1 | . | -4.2%
Clc1ccc(CSc2nnc(-c3cccnc3)n2Cc2ccco2)c(Cl)c1 | . | -2.7%
O=C(c1cccc(Cl)c1)N1CCN(c2ncnc3c2cnn3-c2ccccc2)CC1 | 22 | -2.3%
Cc1ccc([N+](=O)[O-])c(OCCCN2C(=O)NC(C)(C)C2=O)c1 | . | -3.3%
Cc1cc(C)nc(Sc2ccc(C=O)cc2[N+](=O)[O-])n1 | 1 | -5.5%
CC(Oc1ccc2ccc(=O)oc2c1)C(=O)c1ccccc1 (stereo not given) | -11 | 0.8%
CS(=O)(=O)C1=NSC2=NC(=O)/C(=C\c3ccc(-c4ccccc4)o3)C(=N)N21 | -4 | -0.4%
Cc1csc(NC(=O)c2ccc(OCC3CCCO3)cc2)n1 (stereo not given) | 8 | 7.8%
Cc1ccc(-c2nnn(CC(=O)N(Cc3ccccc3)C(C(=O)NC(C)(C)C)c3ccncc3)n2)o1 (stereo not given) | . | -0.8%
COc1ccc(C2=CC(=O)CC(c3ccccc3)C2)cc1 (stereo not given) | -6 | -4.9%
COC(=O)c1cc(NC(=O)c2cccc(Cl)c2)c(=O)oc1/C=C/Nc1cc(C)cc(C)c1 | -8 | -8.8%
Cc1ccc(C(=O)O/N=C/c2c(N3CCOCC3)n(C)c3ccccc23)cc1 | -10 | 2.2%

Bioassay records: PubChem, several laboratories
